High-throughput results deposited in PubChem by National Center for Advancing Translational Sciences (NCATS).
rTrxR1 inhibitor – qHTS Assay for Inhibitors of Mammalian Selenoprotein Thioredoxin Reductase 1 (TrxR1): qHTS; Thioredoxin reductase 1, cytoplasmic (Rattus norvegicus), O89049; AID 588453, 2011; recombinant rTrxR1, NADPH fluorescence consumption, selenite substrate; Potency, µM (titrated, usually from 114 µM), for inactives: top-dose activity change, negative = inhibition, usual class: inhibitors; actives 1% (n = 390,000); note: potency is the fitted concentration of half-maximal effect; % is set by controls: 0 for no effect and ±100 for the full control effect; nearly all actives have a fitted effect of over 65% in size
Target sequence (O89049 whole entry, looked up): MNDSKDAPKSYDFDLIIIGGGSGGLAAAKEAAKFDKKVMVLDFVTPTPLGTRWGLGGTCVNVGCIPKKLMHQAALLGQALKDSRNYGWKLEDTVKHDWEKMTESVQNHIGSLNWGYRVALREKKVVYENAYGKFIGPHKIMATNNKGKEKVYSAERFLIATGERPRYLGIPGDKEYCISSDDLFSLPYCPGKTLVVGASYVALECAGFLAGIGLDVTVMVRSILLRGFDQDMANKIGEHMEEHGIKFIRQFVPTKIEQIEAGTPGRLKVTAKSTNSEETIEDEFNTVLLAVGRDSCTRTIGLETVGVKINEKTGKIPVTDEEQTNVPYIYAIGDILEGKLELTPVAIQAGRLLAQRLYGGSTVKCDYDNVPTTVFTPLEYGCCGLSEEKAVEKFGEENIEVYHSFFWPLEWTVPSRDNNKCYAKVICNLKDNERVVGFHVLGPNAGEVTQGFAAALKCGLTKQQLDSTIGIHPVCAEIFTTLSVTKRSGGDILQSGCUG
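Rat TrxR1 (90 nM in the dispensed reagent) was pre-reduced with 400 uM NADPH for 5 min at room temperature, then incubated with compound for 15 min. After 400 uM selenite was added, NADPH fluorescence (Ex 340/Em 450 nm) was followed for 8 min.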
Pin1 inh – qHTS Assay to Find Inhibitors of Pin1; Peptidyl-prolyl cis-trans isomerase NIMA-interacting 1 (Homo sapiens), Q13526; Pin1 FP peptide displacement, HiFluor488, 10 min; Potency, µM (highest dose often 115 µM), inactives show top-dose activity, negative = inhibition, usual class: inhibitors; actives 0.009% (n = 390,000); active = well fitted inhibition curve with a large enough effect in the polarisation, with a control signal flat, not every such curve was filed as active; inconclusive = small, poorly fitted or top-dose-only effect, or effect the other way, or a change in a side signal; inactive = no such curve, though single readings can be large or run the other way; the % refers to the polarisation; note: potency is the fitted concentration of half-maximal effect; % is set by controls: 0 for no effect and ±100 for the full control effect
HP1b binding inh – HTS for Inhibitors of HP1-beta Chromodomain Interactions with Methylated Histone Tails | Potency, µM (top dose mostly 114 µM), inactives show top-dose activity change, negative = inhibition, hits mostly inhibitors | AlphaScreen HP1-beta / biotin-H3K9me3 peptide binding | actives 0.56% (n = 390,000) | AID 540317, 2011; note: potency is the fitted concentration of half-maximal effect; nearly all actives have a fitted effect of over 70% in size; inactives centre near 23
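AlphaScreen: HP1-beta (50 nM) preformed 30 min with biotin-H3(1-18)K9me3 peptide (50 nM) in PBS pH 7.4, 0.01% Tween-20. Compound added for 30 min at RT, then streptavidin donor/nickel chelate acceptor beads (10 ug/mL) for 30 min.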
PI4K2A block – qHTS for small molecular inhibitors of PI4K2A; actives 0.13% (n = 420,000); activity change, negative = inhibition, % at 76.9 µM; purified PI4K2A, ADP-Glo luminescence, 1 h; active compounds read low; Phosphatidylinositol 4-kinase type 2-alpha (Homo sapiens), Q9BTU6; in the data active = activity change below about -50%; inconclusive = mostly about -30% to -49%;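 note: -100% = wells without enzyme as full effect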
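In this quantitative HTS, ADP production by PI4K2A was quantified luminescently after 1 h at ambient temperature; 100 microM adenosine served as plate-quality control.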
USP1-UAF1 inh – Inhibitors of USP1/UAF1: Primary Screen | recombinant USP1/UAF1, Ub-Rhodamine cleavage fluorescence | actives 0.23% (n = 390,000) | AID 743255, 2014 | Ubiquitin carboxyl-terminal hydrolase 1 (Homo sapiens), O94782 | Potency, µM (titrated, usually from 57.1 µM), for inactives: at the highest dose activity change, negative = inhibition, actives largely listed as inhibitors; note: potency is the fitted concentration of half-maximal effect; % is set by controls: 0 for no effect and ±100 for the full control effect; nearly all actives have a fitted effect of over 60% in size; inactives centre near -12
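High-throughput fluorogenic screen: 1nM USP1/UAF1 complex, Ub-Rho substrate 150nM final, 50mM HEPES pH 7.8 with 0.5mM EDTA, 0.1 mg/ml BSA, 1mM TCEP and 0.01% Tween-20.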
TrxR1 substrate – qHTS Assay for Substrates of Mammalian Selenoprotein Thioredoxin Reductase 1 (TrxR1): qHTS. Thioredoxin reductase 1, cytoplasmic (Rattus norvegicus), O89049. purified TrxR1 substrate turnover, NADPH consumption readout. Potency, µM (series often up to 114 µM), inactives show top-dose activity change, negative = substrate turnover. actives 0.01% (n = 390,000); note: potency is the fitted concentration of half-maximal effect; % is set by controls: 0 for no effect and ±100 for the full control effect; nearly all actives have a fitted effect of over 50% in size
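Rat TrxR1, dispensed at 90 nM, was prereduced with 400 uM NADPH (final) for 5 min at ~22 deg C, then incubated with compound 15 min before 400 uM selenite. A first-read NADPH fluorescence drop versus no-compound background flagged substrates.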
GLS inhibitor – qHTS for Inhibitors of Glutaminase (GLS). Glutaminase kidney isoform, mitochondrial (Homo sapiens), O94925. GLS enzymatic activity, qHTS titration. actives 0.21% (n = 410,000). Potency, µM (series often up to 45.5 µM), for the others: at the highest dose activity change, negative = inhibition, usual class: inhibitors; note: potency is the fitted concentration of half-maximal effect; % is set by controls: 0 for no effect and ±100 for the full control effect
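Coupled fluorescence readout: glutamate oxidase/HRP/Amplex Red detect glutamate formed by hKGA from L-glutamine (1 mM solution added). Buffer 45 mM KH2PO4 pH 8.2, 0.02% Tween-20; reads at t0 and 30 min RT.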
Tb PGK inh – qHTS Assay to Find Inhibitors of Phosphoglycerate Kinase; PGK/GAPDH coupled, Kinase-Glo luminescence, 60 min; Potency, µM (top dose mostly 57.5 µM), inactives show top-dose activity change, negative = inhibition, hits mostly inhibitors; actives 0.043% (n = 380,000); note: potency is the fitted concentration of half-maximal effect; % is set by controls: 0 for no effect and ±100 for the full control effect; nearly all actives have a fitted effect of over 60% in size
Target sequence (P07378 whole entry, looked up): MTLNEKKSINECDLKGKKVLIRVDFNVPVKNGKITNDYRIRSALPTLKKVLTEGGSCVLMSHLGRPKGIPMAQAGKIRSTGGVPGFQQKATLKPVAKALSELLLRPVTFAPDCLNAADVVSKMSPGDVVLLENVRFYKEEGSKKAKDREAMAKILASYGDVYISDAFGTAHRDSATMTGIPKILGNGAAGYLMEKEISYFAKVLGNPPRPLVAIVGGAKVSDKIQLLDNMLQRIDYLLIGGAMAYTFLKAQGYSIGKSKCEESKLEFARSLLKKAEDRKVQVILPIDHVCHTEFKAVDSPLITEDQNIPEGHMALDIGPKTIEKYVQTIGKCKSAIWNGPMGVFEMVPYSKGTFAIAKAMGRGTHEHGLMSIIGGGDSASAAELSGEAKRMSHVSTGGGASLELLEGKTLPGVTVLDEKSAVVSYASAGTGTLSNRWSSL
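Luminescent ATP detection (Kinase-Glo Plus) follows a 60-minute room-temperature incubation, with wells lacking PGK as controls. Buffer: 100 mM TEA (pH 7.6), 5 mM MgCl2, 0.01% Tween-20. Coupling enzyme GAPDH (100 nM final) supplies unstable 1,3-BPG in-well.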
IDH1 R132H inh – qHTS for Inhibitors of mutant isocitrate dehydrogenase 1 (IDH1): qHTS; IDH1-R132H enzyme, NADPH consumption, diaphorase/resazurin fluorescence; AID 602179, 2012; actives 0.093% (n = 390,000); Potency, µM (titrated, usually from 76.6 µM), inactives show at the highest dose activity change, negative = inhibition, hits mostly inhibitors; Isocitrate dehydrogenase [NADP] cytoplasmic (Homo sapiens), O75874; note: potency is the fitted concentration of half-maximal effect; % is set by controls: 0 for no effect and ±100 for the full control effect; nearly all actives have a fitted effect of over 65% in size
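IDH1-R132H (0.5 ug/mL dispensed) in pH 7.5 Tris buffer was preincubated 30 min with compound, then given a substrate mix of 0.016 mM NADPH and 2 mM alpha-KG for 80 min at room temperature; remaining NADPH was read by diaphorase/resazurin fluorescence.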
Numbers without * were called inactive; i = inactive; ? = inconclusive; nt = not tested or not shown; [ ] = dose if it differs, or a comment. Unless noted, calls come from the whole dose curve; as a rule, active = well fitted curve in the direction sought with a large enough effect; inconclusive = small, poorly fitted or top-dose-only effect, or another doubt; inactive = no such curve, though single readings can be large; an effect the other way counts as inactive or inconclusive.

Compound | rTrxR1 inhibitor | Pin1 inh | HP1b binding inh | PI4K2A block | USP1-UAF1 inh | TrxR1 substrate | GLS inhibitor | Tb PGK inh | IDH1 R132H inh
Cn1c(=O)[nH]c2sc3c(c2c1=O)CC(C)(C)OC3 | 7%[57.1 µM] | -2% | 16% | -16 | -11% | 0%[57.1 µM] | -7% | -4% | -5%
CC(C)CNS(=O)(=O)c1ccc(S(=O)(=O)N2CCC(N3CCCCC3)CC2)cc1 | 15% | 0% | 11% | 3 | 3% | -4% | -12% | -7% | 7%
CCOC(=O)N1CCN(C(=O)CSc2nc(=O)n3cc(C)ccc3n2)CC1 | 1% | 4% | 23% | 5 | 0% | -2% | -18% | -6% | -3%
CS(=O)(=O)N(CC(=O)NCc1ccc2c(c1)OCO2)C1CCCCC1 | 4% | -5% | 30% | 0 | -4% | -5% | 1% | 3% | -4%
CC(=O)N1CCOc2ccc(S(=O)(=O)NC[C@H]3O[C@@H](n4ccc(=O)[nH]c4=O)[C@H](O)[C@@H]3O)cc21 | 6% | 0% | 12% | -4 | -6% | 1% | -5% | -6% | -10%
Cc1cc(Nc2ccc(Br)c(C)c2)n2nc(-c3ccco3)nc2n1 | 9%[57.1 µM] | 1% | 19% | 1 | -11% | 8%[57.1 µM] | 0% | -9% | 2%
O=C(N/N=C/c1c(O)n(Cc2ccccc2)c(=O)c2ccccc12)c1cccnc1 | 10%[57.1 µM] | ? | 22% | -4 | 25µM* | -17% | -25% | 0% | 7%
O=C(Cn1c(-c2cccs2)cc2cc(F)ccc21)NCCCN1CCN(c2ccccc2F)CC1 | 13% | -11% | 42%[activator] | -3 | -16% | 22% | 9% | 2% | -5%
OCCC1CN(Cc2cccn2-c2cccnc2)CCN1Cc1ccc(F)cc1 (centres undefined) | -7% | -4% | 17% | -3 | -8% | 2% | 3% | 2% | -1%
O=C(CNC(=S)N(CCCN1CCOCC1)Cc1cccs1)NCc1ccccc1Cl | 20% | 3% | 66%[activator] | -3 | -12% | 4% | -6% | i | 9%
COc1cc(NC(=O)c2c3c(nc4ccccc24)C(=O)N(C2CCCCC2)C3)cc(OC)c1 | 23%[57.1 µM] | 4% | 62%[activator] | 2 | -12% | 4%[57.1 µM] | -6% | -3% | 7%
O=C(COc1ccc2oc(-c3ccccc3)cc(=O)c2c1)NCc1ccco1 | -9%[57.1 µM] | 63%[activator] | 7% | -11 | -16% | 16% | 1% | -16% | 3%
CN(C/C=C/c1ccccc1[N+](=O)[O-])Cc1ccccc1 | 9% | 7% | ? | 1 | -11% | -3% | -2% | 8% | -2%
COc1cccc([C@@H]2Oc3ccc(OC)cc3C(=O)[C@H]2O)c1 | 27%[57.1 µM] | 5% | 34% | -4 | -13% | 17%[57.1 µM] | 9% | -5% | ?
Cc1ccc(/C=N/n2c(-c3ccccn3)n[nH]c2=S)o1 | ? | -4% | ? | -13 | -10% | -3% | -13% | -1% | 16%
CCOc1ccc(NC(=O)NC(C)c2ccc3c(c2)OCO3)cc1 (centres undefined) | 14% | -2% | 48%[activator] | 4 | -20% | 1% | -4% | -14% | -9%
COc1ccc(NC(=O)CC2C(=O)N(c3ccc(F)cc3)C(=S)N2NC(=O)c2ccc(Cl)cc2)cc1 (centres undefined) | -7% | -3% | 30% | -3 | -3% | -7% | 12% | 8% | -2%
CC1CCN(CC(O)COc2ccc(C(=O)c3ccccc3)cc2)CC1 (centres undefined) | 24% | -4% | 14% | 2 | -17% | 3% | -5% | i | 3%
CCn1c2ccccc2c2cc(Nc3cc(C)nc4ncnn34)ccc21 | 10% | 11% | -5% | 4 | -6% | -1% | 18% | -6% | ?
Cc1cc(Oc2nc3c(C)cccn3c(=O)c2/C=C(\C#N)S(=O)(=O)c2ccc(Cl)cc2)ccc1Cl | 17% | -7% | 19% | 4 | -6% | 5% | 9% | i | 0%
CCCN1CCN(CC(=O)Nc2nnc(C)s2)CC1 | 6% | 0% | 13% | -2 | 0% | -3% | -7% | 5% | -3%
COCCCNc1c2c(nc3nnnn13)CCCC2 | 27%[57.1 µM] | -3% | 6% | 3 | -7% | 8%[57.1 µM] | 22% | 3% | -4%
Cc1ccc(OCCNC(=O)Cc2ccc(F)cc2)cc1 | 19% | 0% | 43%[activator] | -3 | -20% | 14%[0.0914 µM] | -2% | -1% | 0%
CCC(=O)Nc1cccc(Br)c1 | 4% | -5% | 61%[activator] | -3 | -19% | 1% | 4% | -9% | 9%
COc1ccc(CN2CCN(Cc3ccc4ccccc4c3)CC2)cc1OC | 16%[57.1 µM] | -5% | 25µM* | 4 | -2% | 10%[57.1 µM] | 9% | -3% | 7%
CN(Cc1ccon1)C(=O)CC1C(=O)NCCN1CC(C)(C)C (centres undefined) | 16%[57.1 µM] | -24% | 44% | -3 | -15% | -19%[57.1 µM] | -6% | i | 6%
CCOc1ccccc1-n1c(=S)sc2c(=O)n(-c3ccc(C)cc3)c(=S)[nH]c21 | -35% | -4% | -18% | -2 | -12% | -12% | -2% | 4% | 31%[activator]
COc1cc(/C=C2\SC(=O)N(c3cccc(Cl)c3)C2=O)cc([N+](=O)[O-])c1O | -22% | nt | ? | -2 | -20% | -21%[57.1 µM] | ? | ? | 22%
CCC12CCC3c4ccc(O)cc4CCC3C1CC(O)C2O (centres undefined) | -7% | 2% | 19% | -3 | -12% | -2% | 15% | -1% | -4%
O=C(Nc1cccc2ccccc12)c1onc2c1CCCC2 | -16% | -1% | 24% | 7 | -25% | 24% | -6% | -10% | 10%
CC1CN(C(c2cccs2)c2sc3ncnn3c2O)CC(C)O1 (centres undefined) | -3%[57.1 µM] | 2% | 21% | -3 | -4% | -4% | 1% | -5% | 0%
N/C(=N\OC(=O)c1ccc2c(c1)OCO2)c1ccc(Cl)cc1 | 29% | 0% | 13% | -1 | ? | 11% | 0% | -9%[11.5 µM] | 3%
COC(=O)C1=C(C)N(CCC2=CCCCC2)C(=O)C1 | ? | 7% | -5% | -2 | -21% | -2% | 16% | 2% | 2%
COc1cc(-c2nnc(CSc3nnc(N)s3)o2)cc(OC)c1OC | -23% | 2% | 33% | 0 | -10% | -12% | -5% | -1% | 5%
CN1CCN(S(=O)(=O)c2ccc3c(c2)OCCO3)CC1 | 2% | -2% | 20% | -3 | -3% | -3% | -14% | -7% | 7%
CCOc1ccc(N2C(=O)CC(N3CCN(c4ccc(Cl)cc4)CC3)C2=O)cc1 (centres undefined) | 40µM* | -3% | 14% | -7 | -9% | 14%[2.29 µM] | -1% | -6% | 0%
Cc1oc(CN2CCOCC2)cc1C(=O)O | 12%[11.4 µM] | -13% | -25% | 0 | -13% | 10%[57.1 µM] | 21% | i | 3%
Oc1ccccc1-c1n[nH]c(=S)n1Cc1ccco1 | 10% | -1% | -22% | -8 | -8% | 16% | 24% | 0% | 9%
CCC1CCCCN1C(=O)COc1ccc(N(C)S(=O)(=O)c2ccc(C)cc2)cc1 (centres undefined) | -3% | 3% | 36% | 6 | -14% | -3% | -6% | 0% | -7%

By substructure: the compounds so far with a Cl atom.
Compound | rTrxR1 inhibitor | Pin1 inh | HP1b binding inh | PI4K2A block | USP1-UAF1 inh | TrxR1 substrate | GLS inhibitor | Tb PGK inh | IDH1 R132H inh
O=C(CNC(=S)N(CCCN1CCOCC1)Cc1cccs1)NCc1ccccc1Cl | 20% | 3% | 66%[activator] | -3 | -12% | 4% | -6% | i | 9%
COc1ccc(NC(=O)CC2C(=O)N(c3ccc(F)cc3)C(=S)N2NC(=O)c2ccc(Cl)cc2)cc1 (centres undefined) | -7% | -3% | 30% | -3 | -3% | -7% | 12% | 8% | -2%
Cc1cc(Oc2nc3c(C)cccn3c(=O)c2/C=C(\C#N)S(=O)(=O)c2ccc(Cl)cc2)ccc1Cl | 17% | -7% | 19% | 4 | -6% | 5% | 9% | i | 0%
COc1cc(/C=C2\SC(=O)N(c3cccc(Cl)c3)C2=O)cc([N+](=O)[O-])c1O | -22% | nt | ? | -2 | -20% | -21%[57.1 µM] | ? | ? | 22%
N/C(=N\OC(=O)c1ccc2c(c1)OCO2)c1ccc(Cl)cc1 | 29% | 0% | 13% | -1 | ? | 11% | 0% | -9%[11.5 µM] | 3%
CCOc1ccc(N2C(=O)CC(N3CCN(c4ccc(Cl)cc4)CC3)C2=O)cc1 (centres undefined) | 40µM* | -3% | 14% | -7 | -9% | 14%[2.29 µM] | -1% | -6% | 0%

These rows are one share of the data. The share of hits here may be higher or lower than overall.
